Screening results from PubChem.
Cav3 T inh = blocks human Cav3.2 T-type calcium channel | O95180 | Cav3.2-expressing cells, Fluo-4 calcium fluorescence FDSS; active compounds read low | B-score at 10 µM | hit rate 4% among 100,000;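 active = single-dose well whose peak fluorescence ratio is a statistical outlier from its plate by either plate-standardised score or position-corrected B-score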
Active calls of the source: *.

SMILES | Cav3 T inh
COC(=O)c1ccc(CSc2nnc(Nc3ccccc3OC)s2)o1 | -1.31
CCCn1c(=O)c2ccccc2n2c(SCC(=O)c3ccc(CC)cc3)nnc12 | 0.228
CCOc1cccc(=O)c2c(C)n(C)c(C)c12 | 0.473
CCNc1cc(N2CCN(S(=O)(=O)c3ccc4c(c3)CCCC4)CC2)ccc1[N+](=O)[O-] | -3.67
CCC(=O)Nc1ccc2nc(C)n(Cc3ccccc3Cl)c(=O)c2c1 | 0.285
Cc1ccc(-n2c(-c3ccccc3)n[nH]c2=S)cc1 | -0.0735
Clc1ccc(CSc2nnc(-c3ccccn3)n2Cc2ccco2)c(Cl)c1 | -1.39
Cc1ccc(S(=O)(=O)N(C)c2ccccc2)cc1 | 0.554
CC(C)CNC(=O)CC(c1ccccc1)c1c(O)ccc2ccccc12 (stereo unspecified) | -6.12*
C=CCNC(=O)/C(=C\C=C\c1ccccc1)NC(=O)c1ccc(OCCCC)cc1 | -2.4
Cc1cccc(C(=O)N2CCN(c3ccc([N+](=O)[O-])c(N4CCOCC4)c3)CC2)c1 | 3.75*
Cc1ccc(NC(=O)CSCCc2ccccn2)nc1 | 0.626
CC(C)OC(=O)c1cc2ccccc2[nH]1 | -0.917
N#CC1=C2SCN(c3ccccc3)CN2C(=O)CC1c1ccccc1Cl (stereo unspecified) | -1.33
Cc1cnn(CCC(=O)NNC(=S)Nc2cccc(Cl)c2)c1 | -1.05
CCc1cc(C(c2cccc(OC)c2)N2CCOCC2)c(NC(=O)c2ccccc2)s1 (stereo unspecified) | -4.99
C=C(C)CC1Nc2ccccc2NC1CC(=C)C (stereo unspecified) | -0.00337
N#CCCN1CCn2c1nc1ccccc12 | -0.07
CS(=O)(=O)c1nc(-c2ccco2)cc(C(F)(F)F)n1 | 0.278
O=C(CSc1ccc2nnc(-c3cccnc3)n2n1)NCc1ccc2c(c1)OCO2 | 0.563
O=[N+]([O-])c1cc(S(=O)(=O)C(F)(F)F)ccc1Sc1nc2ccccc2s1 | 0.517
CCCNC(=O)c1ccc2c(=O)c(O)c(-c3ccsc3)[nH]c2c1 | 0.119
FC(F)Oc1ccc(NC(=S)NCc2ccccc2)cc1Cl | 0.029
O=C(CSc1cccc2cccnc12)OCC(=O)c1ccccc1 | -0.0685
Cc1ccccc1Cc1c(C)nc2ncnn2c1C | 0.722

2 successive entries already listed:
SMILES | Cav3 T inh
O=C(CSc1cccc2cccnc12)OCC(=O)c1ccccc1 | -0.0685
Cc1ccccc1Cc1c(C)nc2ncnn2c1C | 0.722

Next structures follow:
SMILES | Cav3 T inh
CCC/C(O)=C1\C(=O)CCCC1=NCCCCCC(=O)O | 1.14
CCOCCCNC(=O)C(c1ccc(Cl)cc1)N1CCC2(CC1)OCCO2 (stereo unspecified) | 1.66
C/C=C1\COC(C(=O)NCCCN2CCCC2=O)(C(F)(F)F)C=C1C=C(C)C (stereo unspecified) | 1.29
CCC(CC)NC(=O)c1cc(OC)c(OC)cc1[N+](=O)[O-] | 1.08
C=CCNC(=O)CN1CCC(n2c(C)nc3cc(C(F)(F)F)ccc32)CC1 | 1.26
CC1CCN(CC(O)COc2cccc(F)c2)CC1 (stereo unspecified) | 0.518
Cc1ccc(NC(=O)c2ccc(S(=O)(=O)N3CCOCC3)cc2)nc1 | -0.00993
CC(C)Cc1cc(C(=O)O)c2ccccc2n1 | 0.0389
COCCCNC(=O)c1ccc2nc3ccccc3c(=O)n2c1 | 0.73
COc1ccc(C2C(C#N)=C(N)Oc3n[nH]c(C)c32)cc1Cn1cc([N+](=O)[O-])cn1 (stereo unspecified) | -1.52
Cc1ccccc1OCCNC(=S)Nc1ccccc1 | -2.83
C=CCOc1ccc(/C(CC)=N/O)cc1OC | 0.88
O=C(CS(=O)(=O)Cc1ccccc1)NCc1ccc2c(c1)OCO2 | 0.35
Cc1ccc(N(CC(=O)N/N=C/c2ccco2)S(=O)(=O)c2ccccc2)cc1 | -0.436
O=C(O)c1ccccc1C(=O)N1CCN(c2cccc(Cl)c2)CC1 | 0.322
Cc1oc(-c2ccc(Cl)cc2)nc1CN1CCC(C(=O)NCc2cccs2)CC1 | -7.54*
COc1ccc(C)cc1NC(=O)CN(c1ccc(F)cc1)S(C)(=O)=O | 0.0484
CCCCCCCCSc1nnc(-c2ccc(OC)cc2)o1 | 0.997
COc1cc(/C=C/C(=O)CC(=O)/C=C/c2ccc(O)c(OC)c2)ccc1O | -4.21*
CN(Cc1ccccc1)C(=O)CCNC(=O)Cn1cnc2ccccc2c1=O | -0.256
C=CCn1c(/N=C/c2ccc3c(c2)OCO3)nc2ccccc21 | 0.227
CCN(CC)C(=O)CSC(=Nc1ccccc1F)NC#N | 1.29
O=C(N/N=C/C=C/c1ccco1)C(O)c1ccccc1 (stereo unspecified) | 0.1
Cc1noc(/C=C/N(C)C)c1S(=O)(=O)N1CCC(C(=O)O)CC1 | 0.192
CC(=O)N(/N=C/c1cccc(C)c1)c1nc(-c2ccc(Br)cc2)cs1 | 1.07
Remaining list, next part.
SMILES | Cav3 T inh
CCC(C)NC(=O)CSc1nc2c(sc3ccccc32)c(=O)n1CCCN1CCOCC1 (stereo unspecified) | -0.25
Cc1ccc(SC(C)C(=O)Nc2ccncc2)cc1 (stereo unspecified) | 0.0255
COc1cccc(OCC(=O)NNC(=O)c2ccc(-c3ccccc3)cc2)c1 | 0.251
CCN(CC(=O)Nc1ccc2c(c1)OCCO2)S(=O)(=O)c1cccs1 | -0.151
COc1ccc(-c2nc3ccccc3[nH]2)cc1 | 1.91
Cc1cccc(OCCC(=O)NCC(c2ccco2)N2CCCCC2)c1 (stereo unspecified) | 0.599
CC(C)(C)NC(=O)COC(=O)/C=C/c1ccccc1[N+](=O)[O-] | 0.18
O=C(O)CC1NC(=O)N(c2ccccc2)C1=O (stereo unspecified) | 1.11
COc1ccc(C2/C(=C(/O)c3ccc4c(c3)CC(C)O4)C(=O)C(=O)N2CCN2CCOCC2)cc1 (stereo unspecified) | -0.979
COc1ccc2cc(C(=O)NCc3ccco3)c(=Nc3ccc(C(=O)O)cc3)oc2c1 | 0.307
COC(=O)c1ccc(C2/C(=C(/O)c3ccc(OC(C)C)cc3)C(=O)C(=O)N2c2cc(C)on2)cc1 (stereo unspecified) | -1.43
Brc1ccc(Cn2c(-c3cncs3)nc3ccccc32)cc1 | -1.05
CC1CC(C)CN(C(=O)c2cn(C)c3ccc(S(=O)(=O)N(C)C)cc3c2=O)C1 (stereo unspecified) | 1.8
O=C(c1ccc(CS(=O)(=O)c2ccccc2)o1)N1CCN(c2ncccn2)CC1 | -0.0515
Cc1c(CN(C)CCc2ccccc2)c(=O)n(-c2ccccc2)n1C | 0.399
C=CCc1ccc(OCCOCCNCCOC)c(OC)c1 | -0.112
CCS(=O)(=O)c1ccc2oc(Nc3ccc(C(C)C)cc3)nc2c1 | 1.19
O=C(NCc1ccc2c(c1)OCO2)c1ccc(CN2CCOCC2)cc1 | 0.161
Cc1cc(C)c2[nH]c(=O)c(C(c3nnnn3C(C)(C)C)N3CCN(C(=O)c4ccco4)CC3)cc2c1 (stereo unspecified) | -0.965
O=C(COc1cnc2ccccc2n1)NCCC1=CCCCC1 | -0.00783
CCOC(=O)c1cnn2c(C(F)(F)F)cc(-c3ccco3)nc12 | -1
CC(NC(=O)C1CCCCC1)C(=O)NC1=NCCS1 (stereo unspecified) | 0.201
N#C/C(=C(/O)COc1cccc2ccccc12)c1nc2ccccc2[nH]1 | 0.257
Cc1ccc(CNC(=O)CCc2c(C)nc3ncnn3c2C)cc1 | 0.0235
CCOC(=O)c1cnc(-n2nc(C)cc2C)nc1NC(C)c1ccccc1 (stereo unspecified) | -8.81*

15 entries out of the list, arranged by molar mass, high to low.
SMILES | Cav3 T inh
COC(=O)c1ccc(C2/C(=C(/O)c3ccc(OC(C)C)cc3)C(=O)C(=O)N2c2cc(C)on2)cc1 (stereo unspecified) | -1.43
COc1ccc2cc(C(=O)NCc3ccco3)c(=Nc3ccc(C(=O)O)cc3)oc2c1 | 0.307
O=C(c1ccc(CS(=O)(=O)c2ccccc2)o1)N1CCN(c2ncccn2)CC1 | -0.0515
CC1CC(C)CN(C(=O)c2cn(C)c3ccc(S(=O)(=O)N(C)C)cc3c2=O)C1 (stereo unspecified) | 1.8
CCN(CC(=O)Nc1ccc2c(c1)OCCO2)S(=O)(=O)c1cccs1 | -0.151
COc1cccc(OCC(=O)NNC(=O)c2ccc(-c3ccccc3)cc2)c1 | 0.251
Brc1ccc(Cn2c(-c3cncs3)nc3ccccc32)cc1 | -1.05
O=C(NCc1ccc2c(c1)OCO2)c1ccc(CN2CCOCC2)cc1 | 0.161
CCS(=O)(=O)c1ccc2oc(Nc3ccc(C(C)C)cc3)nc2c1 | 1.19
N#C/C(=C(/O)COc1cccc2ccccc12)c1nc2ccccc2[nH]1 | 0.257
CCOC(=O)c1cnn2c(C(F)(F)F)cc(-c3ccco3)nc12 | -1
O=C(COc1cnc2ccccc2n1)NCCC1=CCCCC1 | -0.00783
C=CCc1ccc(OCCOCCNCCOC)c(OC)c1 | -0.112
CC(C)(C)NC(=O)COC(=O)/C=C/c1ccccc1[N+](=O)[O-] | 0.18
CC(NC(=O)C1CCCCC1)C(=O)NC1=NCCS1 (stereo unspecified) | 0.201

Next section.
SMILES | Cav3 T inh
COc1cc(/C=N/n2c(SC)nnc(C(C)(C)C)c2=O)ccc1O | 0.706
O=C(NC(Nc1cc(C(F)(F)F)ccc1Cl)C(=O)c1ccccc1)c1ccccc1 (stereo unspecified) | -2.46
CCCNS(=O)(=O)c1ccc(OCC(=O)OC)cc1 | 0.0452
CCC(=O)NC(Nc1cccc(C)n1)(C(F)(F)F)C(F)(F)F | -0.259
CCN1C(=O)CC(C(=O)O)SC1=Nc1ccc(OC)cc1 (stereo unspecified) | -0.17
COCCn1c(=NC(=O)CSCC(=O)NC2CCCCC2)sc2cc(OC)ccc21 | -0.406
O=C(CN1C(=O)CSc2ncccc21)N1CCOCC1 | -0.725
CNc1ccccc1C(C)(C)c1cc(-c2ccco2)n[nH]1 | -2.44
CCOC(=O)c1c(C)n(C(=O)c2ccco2)c(=O)n1C(=O)c1ccco1 | 1.18
CCn1c(SCC(=O)NCc2ccc(F)cc2)nc2c(c1=O)SC(C)C2 (stereo unspecified) | -1.11
O=C(C1=C[C@@H](c2ccc3c(c2)OCO3)C[C@@H](OCc2ccc(CO)cc2)O1)N1CCOCC1 | 0.144
CC1CCN(C(=O)CN2C(=O)C(=O)c3ccccc32)CC1 | -0.464
CC(C)C(c1nnnn1Cc1cccs1)N1CCN(C2CCCC2)CC1 (stereo unspecified) | 0.254
COc1ccccc1C(=O)N1CCN(c2nc3cc(C)c(C)cc3cc2C#N)CC1 | -3.9
CNC(C)c1cc(OC)ccc1OC (stereo unspecified) | -1.72
O=c1c2ccccc2nc(SCc2ccc([N+](=O)[O-])cc2)n1-c1ccccc1 | -2.03
Cc1ccc(=O)n(C(C(=O)NCc2ccco2)C(=O)c2ccc(F)cc2)c1 (stereo unspecified) | -0.132
CC(=O)Nc1cc(C(=O)N2CCCC2)ccc1S(=O)(=O)c1ccc(Cl)cc1 | 0.211
COc1ccccc1N1CCN(C(=O)c2cc3n(n2)C(C(F)(F)F)CC(c2ccco2)N3)CC1 (stereo unspecified) | -2.27
O=C(NCCSc1c[nH]c2ccccc12)C1CC1 | 0.0493
CC(C)(C)c1ccc(C(=O)CCCSC2=C(C#N)C(c3ccco3)C3=C(CCCC3=O)N2)cc1 (stereo unspecified) | -4.31*
O=C(c1cccc(COc2cccc3ccccc23)c1)N1CCCC1 | -3.79
CC(C)(C)N1CC2(c3ccccc3)CN(C(C)(C)C)CC(c3ccccc3)(C1)C2=O | -0.77
COc1ccc(C(=O)NCCCN2CCCC2=O)cc1 | 0.969
C=CCN(c1ccccc1)S(=O)(=O)c1ccc2c(c1)oc(=O)n2C | -0.0884
(more compounds)
SMILES | Cav3 T inh
CC(=O)OCc1nc2sc3c(c2c(=O)[nH]1)CCCC3 | 1.27
CCOc1ccc2c(c1)c(C(C)=O)c(C)n2-c1ccccc1 | -0.0224
CCc1nnc(NC(=O)CSc2nnc(COc3cccc(C)c3)o2)s1 | -3
CCOc1ccc(-c2nnn(CC(=O)NCc3ccco3)n2)cc1 | -0.338
FC(F)(F)c1ccc(C2[C@H]3CN(Cc4cccnc4)[C@H](c4ccccc4)C34CC2(c2cccnc2)C4)cc1 (stereo partly specified) | -0.784
CCSc1nc(N)c2c3c(sc2n1)CN(C)CC3 | 0.792
COc1ccc(C(c2sc3nc(C)nn3c2O)N2CCc3ccccc3C2)cc1 (stereo unspecified) | -0.111
O=C(CCn1nnc(-c2cccs2)n1)N1CCc2ccccc2C1 | -1.51
COc1ncccc1-c1nnn(-c2ccc(F)cc2)n1 | 0.307
CCCc1nc2ccccc2c(=O)n1NC(=O)c1c(O)c2cccc3c2n(c1=O)CCC3 | -7.98*
C=CCn1c(C)cc(C)c(C#N)c1=O | -0.0165
Cc1nc2cc(N3CCCCC3)c(NC(=O)c3ccncc3)cc2c(=O)n1Cc1ccccc1 | 1.94
Cn1c(N2CCN(C(=O)Nc3ccc(F)cc3)CC2)nc2ccccc21 | 2.18
O=C(c1ccc(Cn2cc([N+](=O)[O-])cn2)o1)N1N=C(C(F)F)CC1(O)C(F)F (stereo unspecified) | 0.0344
O=S1(=O)CCOC[C@H](Cc2ccccc2)N1Cc1ccc(Cl)cc1 | 0.0165
O=C(Cc1cccs1)Nc1ccccc1C(=O)O | 0.00836
O=C(c1ccc(Br)s1)N1CCN(C/C=C/c2ccccc2)CC1 | -1.13
COc1ccc(NC(=S)NN2CCN(C)CC2)cc1 | 0.0521
C=CCn1c(SCc2c(C)noc2C)nc2cc(C(=O)O)ccc2c1=O | -0.113
CCOC(=O)C1CCN(C(=O)C23CC4CC(CC(C4)C2)C3)CC1 | 1.37
COc1cccc(N2[C@@H](CC(=O)O)c3ccc(/C=C/C(=O)O)cc3S2(=O)=O)c1 | -0.74
CC1(C)Cc2nc(N)c(=O)sc2C1 | -0.362
O=C(CCCOc1ccc(Cl)cc1)N1CCCCC1 | -0.459
CC(C)Nc1nc(NC(C)C)nc(Oc2ccc(OCc3ccccc3)nn2)n1 | -0.337
COc1cc2c(cc1OC)C(C(=O)N1CCCCC1)C(c1ccccc1F)N(C)C2=O (stereo unspecified) | 1.31
Cc1ccc(CC2C(=O)N(CC(=O)O)C(=O)C2C)cc1 (stereo unspecified) | 0.124
CC(NC(=O)c1cc(-c2cccs2)on1)c1ccccc1 (stereo unspecified) | -1.64

A portion of the library; rates above refer to the full screens.
